High-throughput results as filed in PubChem.
Giardia killer: Giardia lamblia killing. Giardia lamblia trophozoite viability. activity change, % at 7.66 µM, hits read low. 340,000 compounds, 0.15% hits; in the data active = activity change below about -80%; inconclusive = between about -30% and that limit;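 also: parasites exposed to compound for two days anaerobically before the ATP read; % is scaled to controls: 0 for no effect and ±100 for the full control effect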
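Giardia lamblia trophozoites (100 cells/well) were incubated with compounds for 48 h at 37 deg C under anaerobic conditions. Viability was read as ATP content by one-step luminescence after 15-30 min at room temperature.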
USP2a block: USP2a (human) protease inhibition | O75604 | USP2 core, Ub-CHOP2 coupled fluorogenic reporter, 485/531 | Potency, µM (top dose mostly 38.3 µM), for the others: at the top dose activity change, negative = inhibition, actives largely listed as inhibitors | 330,000 compounds, 0.01% hits;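 also: potency is read from the fitted curve at half-maximal effect; plate controls were DMSO wells for no effect and full inhibition by NEM control for full effect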
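USP2 core (10nM final) preincubated 30min RT with compound in 20mM Tris-HCl pH 8.0, 2mM CaCl2, 2mM beta-mercaptoethanol, 0.05% CHAPS; 25nM Ub-CHOP2 plus 25nM reporter substrate added, fluorescence (Ex485/Em531) read after 60min.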
Menin MLL FP TR: menin-MLL binding inhibition, Texas Red mutant peptide | Menin + Texas Red MLL mutant peptide, fluorescence polarization | Potency, µM (highest dose often 61.6 µM), without a hit: top-dose FP activity change, negative = inhibition, usual class: inhibitors | AID 1768 | 270,000 compounds, 0.23% hits | O00255; active = well fitted inhibition curve with a large enough effect in the polarisation, with a control signal flat, not every such curve was filed as active; inconclusive = small, poorly fitted or top-dose-only effect, or effect the other way, or a change in a side signal; inactive = no such curve, though single readings can be large or run the other way; the % refers to the polarisation; also: potency is read from the fitted curve at half-maximal effect; % of control where 0% means no effect; many of its hits are not listed in these tables
Target sequence (O00255 whole entry, looked up): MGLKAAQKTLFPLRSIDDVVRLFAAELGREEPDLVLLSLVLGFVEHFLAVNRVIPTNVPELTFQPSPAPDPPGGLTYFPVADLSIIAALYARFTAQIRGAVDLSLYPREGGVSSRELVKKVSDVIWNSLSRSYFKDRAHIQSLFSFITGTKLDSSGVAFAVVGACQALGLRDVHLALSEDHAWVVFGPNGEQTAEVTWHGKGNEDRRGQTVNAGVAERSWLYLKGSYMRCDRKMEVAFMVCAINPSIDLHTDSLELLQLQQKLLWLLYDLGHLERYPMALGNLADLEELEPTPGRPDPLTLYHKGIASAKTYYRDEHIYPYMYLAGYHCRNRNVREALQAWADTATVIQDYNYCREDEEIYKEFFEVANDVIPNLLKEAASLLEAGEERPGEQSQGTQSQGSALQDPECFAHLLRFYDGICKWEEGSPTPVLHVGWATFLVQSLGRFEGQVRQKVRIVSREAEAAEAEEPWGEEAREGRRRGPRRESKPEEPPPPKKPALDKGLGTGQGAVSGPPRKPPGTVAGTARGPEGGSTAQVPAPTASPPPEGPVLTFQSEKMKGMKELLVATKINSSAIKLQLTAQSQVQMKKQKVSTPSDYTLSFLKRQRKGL
KCNH2 3.1 block: blocks the human KCNH2 3.1 channel isoform. 340,000 compounds, 0.95% hits. activity change, % (tested at about 1.8 µM). U2OS KCNH2 3.1, thallium flux FluxOr; active compounds read low. AID 720553;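 active = maximum activity change below -70%; inconclusive = maximum activity change from -70% to -50%; inactive = maximum activity change above -50%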;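 also: thallium influx rate constant from kinetic fluorescence after stimulation buffer; % is scaled to controls: 0 for no effect and ±100 for the full control effect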
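Kinetic fluorescence (2 min after stimulation buffer) measures Tl+ influx through KCNH2 3.1 expressed by viral transduction in U2OS cells; the rate constant is normalized against DMSO controls serving as positive and negative references.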
MLL CXXC-DNA inh: inhibitors of human MLL CXXC domain-DNA interaction; Q03164; MLL-CXXC / FITC-HOXA9 DNA fluorescence polarization; Potency, µM (doses to about 115 µM), inactives show at the highest dose activity change, negative = inhibition, most hits filed as inhibitors; 290,000 compounds, 0.037% hits; AID 2662; active = well fitted inhibition curve with a large enough effect in the polarisation, with a control signal flat, not every such curve was filed as active; inconclusive = small, poorly fitted or top-dose-only effect, or effect the other way, or a change in a side signal; inactive = no such curve, though single readings can be large or run the other way; the % refers to the polarisation; also: potency is read from the fitted curve at half-maximal effect
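Fluorescence polarization: 7 uM MLL-CXXC (stock) preincubated 5 min with compounds, then 50 nM fluorescein-HOX-A9 DNA (stock) added; 30 min ambient. Buffer 50 mM Tris-HCl pH 7.5, 50 mM NaCl, 1 mM DTT, 0.05% BSA.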
TRPV1 agonist: agonists of human vanilloid receptor 1 (TRPV1); activation, % at 8.33 µM; TRPV1-expressing cells, Fluo-8 calcium influx, agonist mode; Q8NER1; AID 540275; 320,000 compounds, 0.19% hits; in the data active = activation above about 80%; inconclusive = between about 30% and that limit; also: 0% is about no effect
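TRPV1-expressing cells were cultured overnight at 35.5C and loaded with Fluo-8 calcium dye for 40 to 90 min at room temperature. After a 10 s baseline, compound was added and calcium influx was read kinetically for 3 min (ex 480/em 520 nm).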
PKM2 act: increases activity of human pyruvate kinase M2 | P14618 | purified PKM2, Kinase-Glo ATP luminescence, activation; response scale: 0% is enzyme alone, no compound | Potency, µM (titrated, usually from 57.5 µM), inactives show top-dose activation, hits mostly activators | 260,000 compounds, 0.34% hits; also: potency is read from the fitted curve at half-maximal effect; % is scaled to controls: 0 for no effect and ±100 for the full control effect; nearly all actives have a fitted effect of over 55% in size
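hPK-M2, >95% pure; 0.1 mM ADP / 0.5 mM PEP final; imidazole pH7.2 buffer w/ 7 mM MgCl2, 50 mM KCl; 1 h RT; Kinase-Glo lum. Intermediate enzyme activity for dual inhibitor/activator qHTS.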
Coupling enz: counter-screen for Giardia aldolase inhibitors: coupling enzyme system; coupling enzyme system counterscreen, AmpLite Red fluorescence; activity change, negative = inhibition, % at 58.2 µM, hits read low; 290,000 compounds, 0.67% hits; AID 2472; in the data active = activity change below about -30%; also: % is scaled to controls: 0 for no effect and ±100 for the full control effect
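Final compound at 57.5 uM, incubated 10 min at RT with coupling enzyme reagent (glyceraldehyde-3-phosphate), then 20 min with substrate and AmpLite Red detection. Fluorescence read at 525/598 nm; tests interference with the coupling assay, not aldolase inhibition.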
GALK inhibitor: galactokinase (human) inhibition | 270,000 compounds, 0.007% hits | Potency, µM (titrated, usually from 57.5 µM), for inactives: top-dose activity change, negative = inhibition, hits mostly inhibitors | Purified GALK, Kinase-Glo residual ATP luminescence; also: potency is read from the fitted curve at half-maximal effect; % is scaled to controls: 0 for no effect and ±100 for the full control effect
Target sequence (P51570 whole entry, looked up): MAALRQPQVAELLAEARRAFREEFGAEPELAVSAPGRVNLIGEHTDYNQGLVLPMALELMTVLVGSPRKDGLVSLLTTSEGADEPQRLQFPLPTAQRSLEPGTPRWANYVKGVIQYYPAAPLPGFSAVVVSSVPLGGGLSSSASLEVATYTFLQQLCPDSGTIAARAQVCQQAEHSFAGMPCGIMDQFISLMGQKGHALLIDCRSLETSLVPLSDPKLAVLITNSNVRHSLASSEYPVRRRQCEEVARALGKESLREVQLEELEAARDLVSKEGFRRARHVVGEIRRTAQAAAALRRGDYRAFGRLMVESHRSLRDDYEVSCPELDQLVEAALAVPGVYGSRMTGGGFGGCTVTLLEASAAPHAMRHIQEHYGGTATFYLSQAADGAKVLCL
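Galactose (100 uM) and ATP (35 uM) were turned over by 5 nM GALK for 1 h at RT. Kinase-Glo Plus then converted the remaining ATP into a luminescent signal.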
B2AR arrestin: agonists driving beta-arrestin recruitment to human beta2-adrenergic receptor. beta-arrestin recruitment to beta2AR, cell-based reporter. Potency, µM (series often up to 46.1 µM), for the others: top-dose activation, actives largely listed as activators. P07550. 330,000 compounds, 0.02% hits;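 also: potency is read from the fitted curve at half-maximal effect; 0% = DMSO controls and full agonism = EC100 isoproterenol or metaproterenol; nearly all actives have a fitted effect of over 65% in size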
KCNH2 WT inh: inhibitors of human wildtype KCNH2 potassium channel. U2OS, BacMam KCNH2, thallium flux FluxOr; active compounds read low. activity change, % at 1.84 µM. 340,000 compounds, 0.37% hits;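 active = maximum activity change below -70%; inconclusive = maximum activity change between -70% and -50%; inactive = maximum activity change above -50%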; also: % is scaled to controls: 0 for no effect and ±100 for the full control effect
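U2OS cells were transduced with wild-type KCNH2 virus (2.03 x 10^8 / mL) for 4 h at room temperature, then cultured overnight at 37 C. Thallium flux was read with FluxOr dye. Rate constants were normalized to DMSO controls.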
The depositor's hits bear a star; i = inactive; ? = inconclusive; · = no result given; [ ] = dose if it differs, or a comment. Unless noted, calls follow the shape of the dose curve; as a rule, active = well fitted curve in the direction sought with a large enough effect; inconclusive = small, poorly fitted or top-dose-only effect, or another doubt; inactive = no such curve, though single readings can be large; an effect the other way counts as inactive or inconclusive. This is a subset; the hit share may differ from the screen's.

SMILES	Giardia killer	USP2a block	Menin MLL FP TR	KCNH2 3.1 block	MLL CXXC-DNA inh	TRPV1 agonist	PKM2 act	Coupling enz	GALK inhibitor	B2AR arrestin	KCNH2 WT inh
Cn1c(=N)n(CC(=O)C(C)(C)C)c2ccccc21	?	0%	5%	-18	-8%	10	-1%	3	-4%	-0.3%	7
COC(=O)C1=C(NC(=O)c2ccccc2C)CCS1	1	-2%	-8%	-2	-5%	2	-23%	1	7%	-0.2%	-3
O=C(Nc1ccc2c(c1)OCCO2)N1CCN(c2ccccc2)CC1	?	5%	13%	-9	3%	-2	0%	2	1%	-0.3%	-1
COCC(C)n1c(SCC(=O)NCCC2=CCCCC2)nc2ccccc2c1=O (stereo not given)	9	6%	?	-8	-4%	28	7%	2	-2%	-0.1%	4
Cc1cc(C)cc(NC(=O)COC(=O)Cn2cnc3c2c(=O)n(C)c(=O)n3C)c1	-27	-3%	·	5	·	1	·	·	·	0.2%	-10
CCOC(=O)c1cc(-c2csc(COc3ccccc3)n2)on1	12	2%	·	6	-1%	10	6%	-1	-2%	-0.3%	-2
CCC(=O)Nc1ccc(C(=O)NNC(=O)c2cccs2)cc1	1	4%	·	-10	-1%	·	-2%	0	1%	-0.6%	-6
NS(=O)(=O)c1ccc2nc(NC(=O)CS(=O)(=O)c3ccccc3)sc2c1	-21	0%	24%	15	-3%	2	·	2	10%	-0.1%	2
COc1cc(/C=C2\SC(=O)N(c3cccc(Cl)c3)C2=O)cc([N+](=O)[O-])c1O	?	-6%	?	5	-11%	5	7.9µM*	13	5%	-0.4%	2
CCc1nc(N2CCN(S(C)(=O)=O)CC2)c2c3c(sc2n1)CCCC3	2	-1%	1%	17	-2%	17	3%	-2	0%	-1.0%	7
CCN(CC(=O)NCc1cccs1)CC(=O)Nc1ccc(C(N)=O)cc1	-8	2%	·	3	·	·	·	·	·	-0.2%	-5
CCn1c(SCC(=O)N2CCN(C(=O)c3ccco3)CC2)nnc1C(C)C	16	1%	15%	-1	4%	0	3%	-1	1%	-1.4%	i
COC(=O)c1ccc(NC(=S)Nc2ccccc2)cc1	-5	-1%	31%[activator]	-2	1%	1	7%	3	0%	-0.2%	11
CCCCC(=O)N/N=C(C)/C=C/c1ccccc1F	6	0%	-10%	7	-3%	3	-5%	2	1%	-0.1%	2
ON1C(c2ccccc2C(F)(F)F)N(O)[C@H]2CCCC[C@H]21 (stereo not given in full)	0	0%	0%	-19	-1%	10	-4%	0	-1%	-0.3%	-1
COc1cc(F)c(C2=CC(=O)C[C@H](c3ccc(Cl)cc3)C2)cc1F	-29	-2%	·	0	·	14	·	·	·	-1.5%	1
O=C(Nc1ccc(F)cc1)C1CCN(C(=O)c2ccc(F)cc2)CC1	3	-4%	·	-1	·	12	·	·	·	0.0%	4
CCOc1cc(C(=O)Nc2ccon2)cc(OCC)c1OCC	-6	2%	-19%	-7	-6%	0	-9%	1	-3%	0.4%	6
Cc1ccc(NS(=O)(=O)c2c(C(=O)N3CCOCC3)c(C)n(C)c2C)cc1	-29	-10%	·	-3	-1%	0	·	·	5%	0.2%	-6
CCC(=O)N(C)CCc1cc2c(c(OC)c1/C=N/NC(=O)c1ccncc1)OCO2	35[activator]	-3%	·	12	10%	27	-14%	-1	2%	-0.2%	4
Cc1ccc(NC(=O)C2CCN(S(=O)(=O)c3ccc4c(c3)C(C)(C)C(=O)N4C)CC2)c(C)c1	-5	2%	9%	16	2%	-3	-19%	1	·	-0.8%	4
CCC(OC(=O)C(NC(=O)c1ccccc1)c1ccccc1)C(=O)Nc1cc(C)on1 (stereo not given)	-8	1%	-1%	-2	-20%	1	-1%	2	9%	0.2%	-6
Cc1ccc(-n2nc3c(=O)n(C(C)C(=O)NC4CC4)nc(C)c3c2C)cc1 (stereo not given)	36[activator]	1%	-3%	4	-5%	-3	·	-1	7%	0.2%	-7
CCCCC1(C)NC(=O)N(CC(=O)Nc2ccc(S(=O)(=O)N3CCOCC3)cc2)C1=O (stereo not given)	12	3%	?	-8	-4%	0	14%	2	7%	0.0%	0
COC(=O)CCn1nnc(-c2cccs2)n1	-10	2%	11%	0	-1%	2	-5%	9	0%	-0.1%	39
COc1ccc(C)cc1Nc1n[n+](-c2ccccc2)c(-c2ccc(OC)c(OC)c2OC)s1	1	5%	-4%	11	-3%	1	0%	-2	·	-0.7%	2
O=C(Nc1ccccc1)c1cccc(S(=O)(=O)NCc2ccco2)c1	10	-1%	3%	4	-1%	9	5%	0	-5%	-0.2%	2
Cn1c(COc2ccccc2Br)nc2ccccc21	11	2%	-21%	4	3%	29	-6%[11.5 µM]	0	3%	9.1%	-1
Nn1c(SCC(=O)N2CCN(S(=O)(=O)c3ccccc3)CC2)nnc1-c1cccs1	3	2%	8%	14	-7%	-2	7%	4	0%	-0.2%	-6
O=C(Nc1cccc2ncccc12)c1ccc([N+](=O)[O-])o1	-80*	-1%	1%	-9	17%	-1	-1%	-3	-2%	-0.6%	-1

Records listed so far that bear a hit mark in PKM2 act:
SMILES	USP2a block	Menin MLL FP TR	MLL CXXC-DNA inh	TRPV1 agonist	PKM2 act	GALK inhibitor	B2AR arrestin
COc1cc(/C=C2\SC(=O)N(c3cccc(Cl)c3)C2=O)cc([N+](=O)[O-])c1O	-6%	?	-11%	5	7.9µM*	5%	-0.4%

The list goes on.
SMILES	Giardia killer	USP2a block	Menin MLL FP TR	KCNH2 3.1 block	MLL CXXC-DNA inh	TRPV1 agonist	PKM2 act	Coupling enz	GALK inhibitor	B2AR arrestin	KCNH2 WT inh
COc1ccc(C2SCC(=O)N2c2c(C)n(C)n(-c3ccccc3)c2=O)cc1 (stereo not given)	-6	0%	1%	20	7%	-3	8%	6	3%	0.1%	5
Cc1ccc(N(CC(=O)NCc2cccnc2)S(C)(=O)=O)cc1C	0	1%	9%	-7	-3%	-3	7%	4	1%	-0.3%	12
CCOC(=O)c1cnn(-c2nc(C)cc(C)n2)c1N	26	3%	34%[activator]	-10	3%	0	-7%	4	2%	0.1%	-1
Cc1coc2c1c(C)cc1oc(=O)c(CC(=O)NCCCCCC(=O)O)c(C)c12	-8	3%	-7%	11	8%	0	·	3	10%	-0.1%	-9
CN(C)CCCN1C(=O)c2cccc3cccc(c23)C1=O	7	1%	14%	-11	-4%	-1	-4%[11.5 µM]	0	0%	-0.2%	5
O=C1C=C(c2ccc(Cl)cc2)OC2(CCCC2)O1	8	0%	0%	10	-1%	9	-1%	-1	·	-0.5%	-5
Cc1cccc(NC(=O)c2cc(Cl)nc3ccccc23)n1	20	4%	·	6	3%	·	0%	-2	-2%	-0.7%	0
O=C(c1cnn2c(C(F)F)cc(-c3ccccc3)nc12)N1CCCc2ccccc21	-6	3%	-2%	-2	8%	?	4%	-1	0%	0.5%	-9
COCc1ccc(CN2CCCC(CO)(Cc3cccc(OC)c3)C2)o1 (stereo not given)	14	1%	·	7	-1%	1	0%	-4	-2%	-0.6%	-1
CCOC(=O)C1(Cc2cccc(Cl)c2)CCCN(C(=O)c2ccc(C)nc2)C1 (stereo not given)	6	-1%	-6%	23	-3%	6	-3%	-2	1%	0.3%	-2
Cc1cccc(C(=O)NNC(=O)CCC(=O)Nc2cccc(Cl)c2C)c1	-2	1%	0%	-15	-5%	6	2%	1	1%	-0.2%	-2
O=C(O)C(Cc1c[nH]c2ccccc12)NS(=O)(=O)c1ccc(Cl)c(C(F)(F)F)c1 (stereo not given)	2	-8%	?	11	-6%	-1	·	0	5%	-0.9%	-2
Clc1ccc(NCn2cncn2)nc1	12	-1%	-7%	-29	42%[activator]	-2	0%	2	1%	0.2%	1

Another view of some results above.
CCOC(=O)c1cnn(-c2nc(C)cc(C)n2)c1N
  Giardia killer = 26; USP2a block = 3%; Menin MLL FP TR = 34%[activator]; KCNH2 3.1 block = -10; MLL CXXC-DNA inh = 3%; TRPV1 agonist = 0; PKM2 act = -7%; Coupling enz = 4; GALK inhibitor = 2%; B2AR arrestin = 0.1%; KCNH2 WT inh = -1

Cc1cc(C)cc(NC(=O)COC(=O)Cn2cnc3c2c(=O)n(C)c(=O)n3C)c1
  Giardia killer = -27; USP2a block = -3%; Menin MLL FP TR = ·; KCNH2 3.1 block = 5; MLL CXXC-DNA inh = ·; TRPV1 agonist = 1; PKM2 act = ·; Coupling enz = ·; GALK inhibitor = ·; B2AR arrestin = 0.2%; KCNH2 WT inh = -10
